# CHT inh: inhibitors of human choline transporter CHT; 310,000 compounds, 0.86% hits; Q9GZV3; B-score at 10 µM; CHT-expressing cells, membrane potential dye, choline response; stronger effect = lower value;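 active = B-score over 3 SD under the library average, and starting fluorescence ratio not unusually high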;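 also: choline stimulus applied at its EC90 after an EC20 pre-addition; B-score computed on integrated fluorescence ratio after choline addition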
# Target sequence (Q9GZV3 whole entry, looked up): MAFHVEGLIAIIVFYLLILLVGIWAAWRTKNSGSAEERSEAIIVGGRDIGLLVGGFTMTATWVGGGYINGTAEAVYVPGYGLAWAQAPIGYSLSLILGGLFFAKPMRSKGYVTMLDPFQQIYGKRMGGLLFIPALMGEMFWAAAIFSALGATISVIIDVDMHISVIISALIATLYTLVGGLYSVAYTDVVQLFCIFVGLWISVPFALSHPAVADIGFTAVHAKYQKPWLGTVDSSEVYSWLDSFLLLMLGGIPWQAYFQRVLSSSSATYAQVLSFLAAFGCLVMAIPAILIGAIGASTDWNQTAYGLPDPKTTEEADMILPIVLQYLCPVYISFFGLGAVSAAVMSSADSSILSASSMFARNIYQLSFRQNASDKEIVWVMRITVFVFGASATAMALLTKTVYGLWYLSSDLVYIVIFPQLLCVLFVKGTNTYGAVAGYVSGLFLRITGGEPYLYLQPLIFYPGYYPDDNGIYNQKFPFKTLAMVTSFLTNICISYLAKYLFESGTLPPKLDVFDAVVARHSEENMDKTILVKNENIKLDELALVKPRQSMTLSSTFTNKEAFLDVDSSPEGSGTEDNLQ
# CHT PAM: allosteric activators of human choline transporter CHT; Q9GZV3; CHT-expressing cells, membrane potential dye, choline EC20; stronger effect = higher value; LV-AA mutant CHT in HEK293 cells; B-score at 10 µM; 310,000 compounds, 0.49% hits;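 active = initial fluorescence not abnormally high and integrated response B-score, plate-corrected, over 3 SD above library mean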
# Active calls of the source: *; i = inactive.
Compound | CHT inh | CHT PAM
Cc1ccccc1-c1ccccc1N | i | i
Cc1ccc(-c2nn(-c3ccccc3)cc2/C=N/NS(=O)(=O)c2ccccc2)cc1 | i | i
O=C(NCc1ccccc1)C1(C(F)(F)F)C/C(=C\CCO)CCCO1 (stereo not given) | i | i
CC(=O)c1ccc(COC(=O)c2cc3ccccc3oc2=O)cc1 | i | i
CCOC(=O)[C@@H]1CCN(Cc2ccccc2)C[C@H]1c1ccccc1 | i | i
CCN(CC)C(=O)CSc1nc(O)cc(=O)n1CC | i | i
COc1ccc(NC(=S)Nc2cnc3ccccc3c2)c(OC)c1 | i | i
CS(=O)(=O)N(CC(=O)NCCSCc1ccccc1)c1ccc2c(c1)OCO2 | i | i
CCCCCn1c(CNC(=O)COC)nc2ccccc21 | i | i
O=C(CSc1nc2cc3ccccc3cc2[nH]1)Nc1ccc(F)cc1 | i | i

# Later entries
Compound | CHT inh | CHT PAM
Cc1cc(N2CCN(C)CC2)nc2ccc(NC(=O)c3ccc(Br)o3)cc12 | i | i
CCOC(=O)/C=C1\SCC(=O)N1CC(=O)NC(C)C | i | i
COc1ccc(CNS(=O)(=O)CCNC(=O)c2ccc3c(c2)OCO3)cc1 | i | i
COc1ccc(C(=O)Nc2nc3ccccc3[nH]2)cc1OC | i | i
COc1ccc(S(=O)(=O)NC2CC2)cc1Br | i | i
COc1ccc(CNC(=O)CC(C)CC2=NS(=O)(=O)c3ccccc3N2)cc1 (stereo not given) | i | i
COc1ccc(NC(=O)CN(C2CCCCC2)S(C)(=O)=O)cc1Cl | i | i
Cc1cc(NC(=O)COc2cccc(C)c2C)no1 | i | i
c1ccc2c(c1)oc1c(NCc3ccc4c(c3)OCO4)ncnc12 | i | i
CCOC(=O)c1ccc(NC(=O)c2cc(C)nc3ccccc23)cc1 | i | i

# One compound at a time, from the list above. Values in the order: CHT inh, CHT PAM
# c1ccc2c(c1)oc1c(NCc3ccc4c(c3)OCO4)ncnc12 in the list: i, i
# Cc1cc(N2CCN(C)CC2)nc2ccc(NC(=O)c3ccc(Br)o3)cc12 in the list: i, i
# COc1ccc(CNS(=O)(=O)CCNC(=O)c2ccc3c(c2)OCO3)cc1 in the list: i, i
# COc1ccc(C(=O)Nc2nc3ccccc3[nH]2)cc1OC in the list: i, i
# COc1ccc(S(=O)(=O)NC2CC2)cc1Br in the list: i, i

# Other results follow.
Compound | CHT inh | CHT PAM
Cc1cc(NC(=O)CSc2nc3cc(Cl)ccc3c(=O)n2Cc2ccco2)no1 | i | i
O=C(N/C(=C\c1ccccc1)C(=O)N1CCOCC1)c1ccc(Br)o1 | i | i
O=C1N=C(N2CCOCC2)S/C1=C/c1cccs1 | i | i
CCN(c1ccccc1)S(=O)(=O)c1ccc(NCC2COc3ccccc3O2)nc1 (stereo not given) | i | i
CCOc1ccc(N(CC(=O)Nc2ccc(OC)cc2)S(C)(=O)=O)cc1 | i | i
Cc1ccccc1C(=O)Nc1ccnn1C1CCN(CC2CC=CCC2)CC1 (stereo not given) | i | i
COc1ccc(CCNC(=O)Cn2cnc3sc(C)c(-c4ccc(F)cc4)c3c2=O)cc1OC | i | i
CCOC(=O)c1sc2nc(C)nc(NCc3ccccc3OC)c2c1C | i | i
Cn1c(-c2ccccc2)cnc1NCc1ccc(-c2ccccc2)cc1 | i | i
O=C(Nc1ccc(F)cc1)C1CCN(c2nnnn2-c2ccccc2)CC1 | i | i

# The listing continues.
Compound | CHT inh | CHT PAM
Cc1cc(=O)[nH]c2ccc(S(=O)(=O)Nc3ccccc3)cc12 | i | i
COC(=O)CSc1nnc(CNC(=O)c2cccc(C)c2)n1-c1ccccc1OC | i | i
C#CCSc1nnc(CNS(=O)(=O)c2ccc(Br)cc2)n1C | i | i
Cc1ccc2oc(=O)n(Cc3ccccc3)c2c1 | i | i
C=CCSc1nnc(COc2ccc(=O)n(-c3ccccc3)n2)n1CC | i | i
Cc1noc(C)c1C(=O)NCc1ccco1 | i | i
O=[N+]([O-])c1cccc(/C=C/c2ccc3cccc(O)c3n2)c1 | i | i
Cc1ccccc1NS(=O)(=O)c1ccc(C2CNC(=O)C2)cc1 (stereo not given) | i | i
COc1ccc(CSCC(=O)NN=C2CCN(C)CC2)cc1 | i | i
CC(/C=C1\SC(=S)N(C(C(=O)O)c2ccccc2)C1=O)=C\c1ccccc1 (stereo not given) | i | i

# New compounds follow:
Compound | CHT inh | CHT PAM
Fc1cccc(CN2CCN(c3nc4nonc4nc3NC3CC3)CC2)c1 | i | i
COc1ccccc1NS(=O)(=O)c1cccc(C(=O)NNC(=O)c2ccc(O)c(Cl)c2)c1 | i | i
CCCC(=O)Nc1cc(C)c(NC(=O)c2ccccn2)cn1 | i | i
COCCNc1nnc(SC(C)C(=O)Nc2c(C)n(C)n(-c3ccccc3)c2=O)s1 (stereo not given) | i | i
Cc1cc(C)c2c(c1)/C(=N/NS(=O)(=O)c1ccc(Br)cc1)CCC2 | i | i
Cc1csc(SC(C)c2nc3scc(-c4ccccc4)c3c(=O)[nH]2)n1 (stereo not given) | i | i
COc1ccc(/C=C2/N=C(SCC(=O)Nc3cc(C)on3)N(c3ccccc3)C2=O)cc1 | i | i
CC(C)c1nc(-c2ccccc2)c(-c2ccccc2)[nH]1 | i | i
Cc1cc(NC(=O)c2ccc3c(c2)OCCO3)ccc1NC(=O)c1ccco1 | i | i
Cc1cc(=O)oc2cc(OCC(=O)N3CCc4ccccc4C3)ccc12 | i | i

# (further entries)
Compound | CHT inh | CHT PAM
O=C(OCC(=O)N1CCCC1=O)C1COc2ccccc2O1 (stereo not given) | i | i
CC(C)(C)c1ccc(S(=O)(=O)N2CCN(C(=O)C3CCC3)CC2)cc1 | i | i
O=C(O)c1cccc(Cn2cc(Br)cn2)c1 | i | i
Cn1cnnc1SCC(=O)c1cc2ccccc2oc1=O | i | i
CCOc1ccc2[nH]c3c(NCCc4ccc(OC)c(OC)c4)ncnc3c2c1 | i | i
Cc1ccc(NC(=O)COC(=O)Cn2nc(C)c([N+](=O)[O-])c2C)c([N+](=O)[O-])c1 | i | i
O=C(CN1CCOCC1)Nc1ccc(OC(F)(F)F)cc1 | i | i
Cc1nnc2n1N=CC=C(C(C)(C)C)S2 | i | i
Cc1cccc(NC(=O)CCSc2nc(C)cc(C)n2)c1 | i | i
Cc1ccc(OCC(=O)NNC(=S)NCc2ccccc2)cc1 | i | i

# Remaining list, next part:
Compound | CHT inh | CHT PAM
O=C(CCc1ccccc1)OCC(=O)c1cccc([N+](=O)[O-])c1 | i | i
COc1ccc(OC)c(NC(=O)c2ccccc2NC(=O)c2ccco2)c1 | i | i
CCOCCCNC(=O)C(NC(=O)c1ccc(NC(C)=O)cc1)c1ccc(OC)cc1 (stereo not given) | i | i
CCN(CC)N=Nc1ccc(S(=O)(=O)Nc2nc(C)cc(C)n2)cc1 | i | i
Cc1ccc(S(=O)(=O)/N=C(\N)Nc2nc(C)c3cc(C)ccc3n2)cc1 | i | i
Cc1ccn2cc(-c3ccc4c(c3)NC(=O)CO4)nc2c1 | i | i
COC(=O)C1(CCSC)NC(c2ccc(O)c(OC)c2)C2C(=O)N(c3ccc(C)cc3)C(=O)C21 (stereo not given) | i | i
CCCCC(=O)NCc1ccc(Cl)cc1 | i | i
COc1ccccc1NC(=O)c1c(C)cc(=O)oc1C | i | i
O=S(=O)(Nc1ccc(OC(F)(F)F)cc1)c1cccc2nonc12 | i | i

# Next records:
Compound | CHT inh | CHT PAM
O=C1CSC(=S)N1/N=C/c1cc(Br)ccc1O | i | i
COc1ccc(/C=N/N2CCN(C3c4ccccc4-c4ccccc43)CC2)cc1OC | i | i
Cc1cc(C)c(-c2cc(C(=O)Nc3c(C)n(C)n(-c4ccccc4)c3=O)[nH]n2)c(O)c1 | i | i
CC(=O)c1ccc(C(=O)N2CCC(CO)(Cc3cccc(C(F)(F)F)c3)CC2)cc1 | i | i
COc1ccc(CC(=O)NC(C)(C)C)cc1S(=O)(=O)N1CCOCC1 | i | i
CC(=O)Oc1ccc2oc(-c3ccccc3)c(C(N)=O)c2c1 | i | i
CCCn1nnnc1SCC(=O)NCc1cccs1 | i | i
COCc1nnc(NC(=O)CC(C)C)s1 | i | i
O=[N+]([O-])c1ccc(-c2c[nH]c(=S)[nH]2)cc1 | i | i
O=C(Nc1cccn(Cc2ccccc2)c1=O)NC1CCCCC1 | i | i

# Further records follow:
Compound | CHT inh | CHT PAM
O=Cc1ccc(OCCOc2ccc([N+](=O)[O-])cc2)cc1 | i | i
CCN(CC)S(=O)(=O)c1cccc(C(=O)N/N=C2\CCCC(=O)C2)c1 | i | i
COc1ccc(C)cc1S(=O)(=O)N1CCN(S(=O)(=O)c2cc(C)ccc2OC)C(C)C1 (stereo not given) | i | i
CC1CCc2onc(C(=O)NCc3ccco3)c2C1 (stereo not given) | i | i
Cc1ccc(S(=O)(=O)NC(C)C(=O)NCc2ccc(Cl)cc2)cc1 (stereo not given) | i | i
Cc1cc(=O)oc2c1c(C)nn2-c1nn[nH]n1 | i | i
Cc1ccc(O)c(Nc2nc(-c3ccccc3)nc3ccccc23)c1 | i | i
O=c1cc(N2CCN(c3ccccc3Cl)CC2)[nH]c(=O)n1Cc1ccc(F)cc1 | i | i
O=c1[nH][nH]cc1C=Nc1ccc(Cl)cc1 | i | i
CN(Cc1ccccc1)S(=O)(=O)c1ccc(NC(=S)NC(=O)C2CCCCC2)cc1 | i | i

# Going on with the list:
# Value order – CHT inh | CHT PAM
COc1ccc(S(=O)(=O)NCc2ccco2)cc1N(C)S(=O)(=O)c1ccccc1
  i | i
CCCCc1n[nH]c2c1/C(=N/O)CC(C)(C)C2
  i | i
CCCOC(=O)Cc1n[nH]c(=O)[nH]c1=O
  i | i
O=C(NCCCc1ccccc1)c1cccs1
  i | i
COc1ccc(CN(C)C(=O)c2cnc(OC)cc2C(F)(F)F)c(OC)c1
  i | i
Cc1nc2ccc([N+](=O)[O-])cc2c(=O)n1Cc1ccc(Br)cc1
  i | i
Cc1ccc(NC(=O)c2cc(S(=O)(=O)N3CCCCC3)c[nH]2)cc1C
  i | i
COc1ccc(/C=C2\CCn3c2nc2ccccc2c3=O)cc1OC
  i | i
[2H]c1c([2H])c([2H])c(-c2nc(N3CCCCCC3)sc2C(=O)c2ccccc2)c([2H])c1[2H]
  i | i
COc1ccc(N2CCN(C(=O)Cc3ccc(Cl)cc3)CC2)cc1
  i | i

# Carrying on.
# Value order – CHT inh | CHT PAM
Cc1csc(NC(=O)CNC(=O)OCc2ccccc2)n1
  i | i
CCCCNC(=S)NNC(=O)c1csc(C(C)C)c1
  i | i
CCOC(=O)CCCOC(=O)c1ccc(S(=O)(=O)N(C)C)cc1
  i | i
CC(=O)OCC1=C(C(=O)O)N2C(=O)[C@@H](NC(=O)Cc3cccs3)[C@H]2SC1
  i | i
O=C(NCc1cccs1)C1CCN(S(=O)(=O)c2ccc3c(c2)OCCO3)CC1
  i | i
CCC(C)Sc1nnc(CNC(=O)C23CC4CC(CC(C4)C2)C3)n1C1CCCCC1 (stereo not given)
  i | i
Cc1csc(C(C#N)C(=O)c2cc3ccccc3o2)n1 (stereo not given)
  -5.3* | i
CCCN(CC(=O)Nc1ccc(F)c(F)c1F)C(=O)C1CC(=O)N(Cc2ccccc2)C1 (stereo not given)
  i | i
CCNS(=O)(=O)c1ccc(CCC(=O)Nc2ccc3c(c2)OCCO3)cc1
  i | i
CCc1nnc(NC(=O)[C@@H](NC(=O)c2cc(OC)cc(OC)c2)C(C)C)s1
  i | i

# Given as labelled records: entries from further up
O=[N+]([O-])c1ccc(-c2c[nH]c(=S)[nH]2)cc1
- CHT inh: i
- CHT PAM: i
COC(=O)CSc1nnc(CNC(=O)c2cccc(C)c2)n1-c1ccccc1OC
- CHT inh: i
- CHT PAM: i

# More compounds:
# Value order – CHT inh | CHT PAM
COC(=O)c1ccccc1NC(=S)N(Cc1ccc2c(c1)OCO2)Cc1cc2cccc(C)c2[nH]c1=O
  i | i
COc1ccc(NC(=S)N2CCC(c3nc4ccccc4o3)CC2)c(OC)c1
  i | i
C/C(=N\NC(=O)c1ccc2c(c1)OCO2)c1cccnc1
  i | i
Cc1cccc(C)c1OCc1cc(C(=O)NCc2cn(C)nc2C)no1
  i | i
COc1ccc(C2=CSC3=C(C(=O)c4cccc(S(=O)(=O)N(C)C)c4)CCN23)cc1
  i | i
N#CC1(Cc2ccccc2)c2ccccc2C=CN1C(=O)c1ccccc1 (stereo not given)
  i | i
O=C(CC(=O)N/N=C/c1ccc(Cl)cc1Cl)NCc1ccccc1
  i | i
Cc1cc([N+](=O)[O-])ccc1NC(=O)/C=C/c1cccs1
  i | i
CCCCN1C(=O)c2ccc(C(=O)Nc3ccc(S(=O)(=O)N(C)C)cc3)cc2C1=O
  i | i
CCCCC(=O)Nc1cccc(NC(=S)NC(C)=O)c1
  i | i

# Next part.
# Value order – CHT inh | CHT PAM
COc1ccc(Cn2c(-c3ccc(Br)cc3)c[n+]3ccccc23)cc1
  i | 9.6*
Clc1ccccc1CSc1nc2ccncc2[nH]1
  i | i
NC(=O)CC(NC(=O)Cc1ccc(Br)cc1)c1ccc(N2CCC(Cc3ccccc3)CC2)c([N+](=O)[O-])c1 (stereo not given)
  i | i
COc1cccc(C(=O)NNC(=O)Cc2cccs2)c1
  i | i
CC(C)(C)NS(=O)(=O)c1ccc(OCC(=O)NCCC2=CCCCC2)cc1
  i | i
CC(C)CN(C(=O)COC(=O)c1ccc(Br)cc1)c1c(N)n(Cc2ccccc2)c(=O)[nH]c1=O
  i | i
Cc1ccc2cc(CCNC(=O)c3ccco3)c(=O)[nH]c2c1C
  i | i
CN(C(=O)C1CCCN(c2ncnc3c2nc2n3CCCCC2)C1)c1cccc(Cl)c1 (stereo not given)
  i | i
CC(C)CCN(C(=O)Cc1ccccc1F)c1c(N)n(Cc2ccccc2)c(=O)[nH]c1=O
  i | i
O=S(=O)(Nc1cccc(-c2cn3c(n2)SCC3)c1)c1cccs1
  i | i

# Additional entries.
# Value order – CHT inh | CHT PAM
CC(=O)Nc1cccc(OCC(=O)Nc2ccc(F)cc2)c1
  i | i
CCSc1nnc2c(n1)OC1(CCCC1)Nc1ccccc1-2
  i | i
COc1cc(OC)cc(C(=O)NCc2n[nH]c(=S)n2-c2ccccc2OC)c1
  i | i
COC(=O)C(CSCc1ccccc1)NC(=O)CSc1nc(N)cc(=O)[nH]1 (stereo not given)
  i | i
